High-throughput results deposited in PubChem by National Center for Advancing Translational Sciences (NCATS).
FLuc inh: Firefly luciferase inhibition profiling of diverse chemical library using quantitative high-throughput screening; Potency, µM (highest dose often 115 µM), for the others: top-dose activity change, negative = inhibition, actives largely listed as inhibitors; Luciferin 4-monooxygenase (Photinus pyralis), P08659; purified P. pyralis luciferase, luminescence, biochemical; hit rate 2.5% among 76,000; AID 1347043, 2019; further: potency means the concentration at half of the fitted maximal effect; nearly all actives have a fitted effect of over 65% in size
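Luminescence read by CCD imager after adding enzyme (10nM final) to wells holding compound, titrated in qHTS. Substrates 10uM each D-luciferin and ATP; buffer 50mM Tris acetate pH 7.5, 10mM Mg acetate, Tween-20, BSA.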
SNCA expr inhib: Primary qHTS assay for inhibitors of alpha-synuclein gene (SNCA) expression | HEK-293 SNCA-luciferase knock-in, luminescence, 24 h | Potency, µM (highest dose often 57.2 µM), for inactives: at the top dose activity change, negative = inhibition, actives largely listed as inhibitors | hit rate 0.17% among 140,000 | AID 1671194, 2021;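 further: potency means the concentration at half of the fitted maximal effect; plate controls were DMSO cells for no effect and cell-free wells for full effect; nearly all actives have a fitted effect of over 45% in size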
IP6K1 inh: Primary qHTS assay for small molecule inhibitors of Inositol hexaphosphate kinase 1 (IP6K1); Inositol hexakisphosphate kinase 1 (Homo sapiens), Q92551; IP6K1 kinase, ADP-Glo luminescence, 2 h; active compounds read low; activity change, % (series mostly up to about 58 µM); hit rate 0.81% among 140,000; in the data active means activity change below about -25%
Target sequence (Q92551 whole entry, looked up): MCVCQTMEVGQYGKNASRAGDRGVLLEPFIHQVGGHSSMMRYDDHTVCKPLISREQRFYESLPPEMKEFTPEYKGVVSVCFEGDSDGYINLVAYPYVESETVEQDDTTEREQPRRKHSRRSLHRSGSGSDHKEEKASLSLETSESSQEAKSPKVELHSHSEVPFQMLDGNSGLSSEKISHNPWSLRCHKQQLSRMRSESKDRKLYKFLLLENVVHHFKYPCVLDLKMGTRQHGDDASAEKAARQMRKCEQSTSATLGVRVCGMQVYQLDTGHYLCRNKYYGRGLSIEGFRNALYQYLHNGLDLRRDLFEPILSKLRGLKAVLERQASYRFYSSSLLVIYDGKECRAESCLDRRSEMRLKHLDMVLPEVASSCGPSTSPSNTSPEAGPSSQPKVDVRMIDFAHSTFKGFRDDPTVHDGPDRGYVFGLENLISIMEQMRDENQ
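ADP-Glo luminescence measures ADP made by human IP6K1 during a 2 h RT reaction with ATP/IP6 (mix at 1.3 mM/130 uM); top library doses 57.5 and 19.1 uM final.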
GPT2 inhibitor: Primary qHTS assay for inhibitors of Glutamate pyruvate transaminase 2 (GPT2). Alanine aminotransferase 2 (Homo sapiens), Q8TD30. Recombinant GPT2, coupled pyruvate oxidase/HRP Amplex Red fluorescence. Potency, µM (top dose mostly 57.7 µM), without a hit: top-dose activity change, negative = inhibition, most hits filed as inhibitors. hit rate 0.25% among 100,000. AID 1671188, 2021; further: potency means the concentration at half of the fitted maximal effect; nearly all actives have a fitted effect of over 60% in size; many of its hits are not listed in these tables
Target sequence (Q8TD30 whole entry, looked up): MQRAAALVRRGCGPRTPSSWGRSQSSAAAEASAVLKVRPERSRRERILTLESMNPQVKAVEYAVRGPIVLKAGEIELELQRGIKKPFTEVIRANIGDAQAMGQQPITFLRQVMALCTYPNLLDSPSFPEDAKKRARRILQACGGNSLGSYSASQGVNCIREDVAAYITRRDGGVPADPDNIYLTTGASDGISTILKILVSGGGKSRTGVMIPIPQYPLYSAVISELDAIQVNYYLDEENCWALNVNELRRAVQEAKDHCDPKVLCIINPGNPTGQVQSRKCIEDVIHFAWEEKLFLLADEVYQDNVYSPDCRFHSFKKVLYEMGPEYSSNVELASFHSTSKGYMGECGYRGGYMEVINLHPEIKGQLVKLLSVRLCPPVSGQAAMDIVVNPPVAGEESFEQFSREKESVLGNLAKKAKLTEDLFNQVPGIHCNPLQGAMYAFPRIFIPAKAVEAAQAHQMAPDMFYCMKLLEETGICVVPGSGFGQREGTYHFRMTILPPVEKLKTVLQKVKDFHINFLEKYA
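Fluorescence of coupled pyruvate oxidase/HRP/Amplex Red system (50uM Amplex, 30 min, dark) reports pyruvate formed by GPT2. Enzyme reaction: 10ng/uL GPT2, 2mM L-alanine, 250uM a-KG, 30 min room temperature, pH 7.5; 50uM AOA control.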
3T3 cytotox: Cytotoxic Profiling in NIH 3T3 Cell Line of Diverse Libraries Using Quantitative High-Throughput Screening | NIH 3T3 viability, CellTiter-Glo ATP luminescence, 48-72 h | AID 1345082, 2018 | Potency, µM (doses to about 96.7 µM), without a hit: at the highest dose activity change, negative = cytotoxicity, actives largely listed as inhibitors | hit rate 4.3% among 94,000; further: potency means the concentration at half of the fitted maximal effect; nearly all actives have a fitted effect of over 55% in size
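Cytotoxicity is measured as loss of cellular ATP: NIH 3T3 cells (400/well) are exposed to compound for 48 or 72 hr at 37 °C, then CellTiter-Glo luminescence is imaged after 10 min at room temperature.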
SNCA viab count: GF-AFC viability counterscreen for inhibitors of alpha-synuclein gene (SNCA) expression; AID 1671193, 2021; HEK-293-SNCA-luc viability, GF-AFC fluorescence, 24 h; Potency, µM (highest dose often 57.1 µM), without a hit: top-dose activity change, negative = cytotoxicity, most hits filed as cytotoxic; hit rate 0.12% among 150,000;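 further: potency means the concentration at half of the fitted maximal effect; 0% = DMSO-treated cells and -100% = medium-only wells without cells; nearly all actives have a fitted effect of over 30% in size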
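HEK-293-SNCA-luc cells (1500/well) plated 24 h, then exposed 24 h to a dilution series; GF-AFC added 30 min at 37C, fluorescence 405/540 nm; normalised to medium-only and DMSO wells, Hill fit.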
HEK293 tox: Cytotoxic Profiling in HEK 293 Cell Line of Diverse Libraries Using Quantitative High-Throughput Screening; HEK 293 viability, ATP luminescence (CellTiter-Glo), 48-72 h; Potency, µM (doses to about 115 µM), inactives show at the top dose activity change, negative = cytotoxicity, usual class: inhibitors; hit rate 6.6% among 94,000; AID 1345083, 2018; further: potency means the concentration at half of the fitted maximal effect; nearly all actives have a fitted effect of over 60% in size
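Luminescence from cellular ATP, measured with CellTiter-Glo, indicates HEK 293 viability. Cells plated at 250 cells/well are treated with compound for 48 or 72 hr at 37 degree Celsius before reagent addition.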
Active calls of the source: *; i = inactive; u = inconclusive; x = not tested or not shown; [ ] = remark or other dose. Unless noted, the call rests on the fitted dose curve; in most records, active means well fitted curve in the direction sought with a large enough effect; inconclusive means small, poorly fitted or top-dose-only effect, or another doubt; inactive means no such curve, though single readings can be large; an effect the other way counts as inactive or inconclusive. Unless noted, on the % scale 0 is the no-effect control and ±100 the full control effect. The list is partial; the hit share may differ from the screen's.

canonical_smiles,FLuc inh,SNCA expr inhib,IP6K1 inh,GPT2 inhibitor,3T3 cytotox,SNCA viab count,HEK293 tox
CCOC(=O)c1c(NC(=O)/C(C#N)=C/c2ccc(OC)cc2)sc2c1CCC2,x,8%,17,x,x,5%,x
Cc1cccc(C(=O)N2CCC(Cc3ncc(C)n3C(C)C)C2)c1 (stereo not given),8%,-11%,-7,2%,i,-2%,i
CCCN(CCC)c1ccc(C2N=C(N)Nc3nc4ccccc4n32)cc1 (stereo not given),x,4%,-3,x,x,2%,x
CCC(CC)NC(=O)[C@H]1CCC[C@H]1NC(=O)c1ccc(OC)nc1,-8%,u,21,-6%,-5%,-21%,-31%
C[S+](=O)([O-])N1CC2(CCCCN2Cc2ccc(Cl)cc2)Cc2ccccc21 (stereo not given),x,-9%,-19,-5%,u,-1%,u
Cc1cn2nnc(C(=O)N3CCC(C(=O)NC4CCCCC4)CC3)c2c(=O)[nH]1,0%,-17%,-12,i,2%,4%,13%
N#Cc1cccnc1-c1cccc(C(=O)NCCNC(=O)c2ccccc2Cl)c1,x,-2%,4,3%,-13%,-2%[12.5 µM],-10%
CCNC(=O)N1CCCCCNC(=O)CC1c1ccccc1 (stereo not given),-1%,15%,12,u,-19%,1%,-8%
COc1ccc(NC(=O)N[C@H]2C[C@@H](C(=O)N[C@H](Cc3c[nH]c4ccccc34)C(N)=O)N(C(=O)c3cccn3C)C2)cc1,-11%,9%,-8,-1%,3%,4%,2%
CCC(=O)N1Cc2ccccc2CC2(CCCN2C)C1 (stereo not given),x,-12%[87.6 µM],-4,i,-8%[138 µM],-1%[87.6 µM],-18%[172 µM]
O=C(Nc1ccc(F)cc1F)c1ccc2c(c1)CCN2S(=O)(=O)c1ccc(Cl)cc1,x,35%[activator],11,x,x,7%,x
O=C1CC2(CCN(C(=O)C3CCCN(C(=O)c4ccc(F)cc4)C3)CC2)Oc2ccccc2N1 (stereo not given),x,10%,-6,-1%,-13%,-11%,-15%
CCN1CCC2(Cc3ccccc3CN(C(=O)c3c(C)noc3C)C2)C1 (stereo not given),x,0%,-8,-3%,0%,1%,4%
COC[C@H]1C[C@H]2C[C@@H](Oc3ccccn3)[C@H](N(C)CCc3ccc(OC)c(OC)c3)[C@]2(O)CO1,x,-5%[25.6 µM],10,-8%[27.3 µM],u,0%[23.9 µM],0%[57.5 µM]
O=C(CC1C(=O)NCCN1Cc1ccc(F)c(F)c1)NC1CCC1 (stereo not given),-6%,-10%,-13,-14%,-33%,3%,0%

Random excerpt: 3 compounds from above.
canonical_smiles,FLuc inh,SNCA expr inhib,IP6K1 inh,GPT2 inhibitor,3T3 cytotox,SNCA viab count,HEK293 tox
C[S+](=O)([O-])N1CC2(CCCCN2Cc2ccc(Cl)cc2)Cc2ccccc21 (stereo not given),x,-9%,-19,-5%,u,-1%,u
Cc1cccc(C(=O)N2CCC(Cc3ncc(C)n3C(C)C)C2)c1 (stereo not given),8%,-11%,-7,2%,i,-2%,i
O=C(Nc1ccc(F)cc1F)c1ccc2c(c1)CCN2S(=O)(=O)c1ccc(Cl)cc1,x,35%[activator],11,x,x,7%,x

Next structures.
canonical_smiles,FLuc inh,SNCA expr inhib,IP6K1 inh,GPT2 inhibitor,3T3 cytotox,SNCA viab count,HEK293 tox
CC1=C(C(=O)Nc2ccccc2)C(c2cccc(C)c2)N2C(CC(=O)NC(C)C)=CSC2=N1 (stereo not given),-3%,-14%,17,i,u,12%,u
COc1ccc(Cl)cc1NC(=O)N1CCCC(Cn2cnc3cccnc32)C1 (stereo not given),-9%,-24%,11,i,-20%,u,-18%
COc1cccc(CNC(=O)c2cc(=O)[nH]c3ccc(S(=O)(=O)N4CCCC4)cc23)c1,x,-9%,-8,x,x,-5%,x
Cc1ccc(S(=O)(=O)NCCc2csc3nc(-c4ccccc4C)nn23)cc1,x,-14%,24,x,x,-13%,x
CN(C)C[C@@H]1CN(Cc2ccccn2)C[C@H]1NC(=O)c1cc(Cl)ccc1F,5%,18%,-1,i,-9%,-5%,45µM*
CC1CCC(NC(=O)Cn2ncc3c4ccccc4n(Cc4ccc(Cl)cc4)c3c2=O)CC1 (stereo not given),x,4%,8,x,x,3%,x
Cc1ccc(-n2ncc3c(NCCCN4CCOCC4)ncnc32)cc1Cl,x,27%,29,x,x,13%,x
Cc1ccc(CNc2nc3ccccc3c3nc(-c4cccc(C)c4)nn23)cc1,x,177%[activator],-14,x,x,5%,x
COc1cccc(N2C(=O)NC(=NC3CCCC3)C23CCN(Cc2ccc(N(C)C)cc2)C3)c1 (stereo not given),x,u,0,i,u,u,u
O=C(NC1CCCC1)c1ccc2nnc(C3CCOCC3)n2c1,x,x,-4,x,-27%[138 µM],x,2%[172 µM]
CCc1ccc(CNC(=O)c2sc3nc[nH]c(=O)c3c2C)cc1,x,19%,33,x,x,-10%,x
Cc1ccc(-c2cc3c(ccn3C)c(C(=O)NCc3cccnc3)n2)cn1,0%[172 µM],60%[activator][87.6 µM],7,i,35µM*,-9%[87.6 µM],u
COc1ccc(N2CCN(S(=O)(=O)CCNC(=O)c3c(F)cccc3Cl)CC2)cc1,x,-11%,23,x,x,8%,x
CCOCCn1c(=O)[nH]c2cc(C(=O)NCc3sc(C)nc3C)ccc21,-5%,-12%,9,i,u,-3%,u
O=C1CC2CCCC(C1)N2C(=O)c1ccc(F)cc1,-1%[172 µM],19%[87.6 µM],22,-11%[88.5 µM],-9%[138 µM],17%[87.6 µM],-6%[172 µM]
CC(C)NC(=O)N1CCC[C@@H](O)[C@H](NC(=O)c2ccc(OCc3ccccc3)cc2)C1,5%[172 µM],7%[87.6 µM],27,-19%[88.5 µM],u,-11%[87.6 µM],u
CCOC(=O)c1ccc(NS(=O)(=O)c2cc3c(cc2C)n(C)c(=O)c(=O)n3C)cc1,x,22%,-6,x,x,3%,x
CS(=O)(=O)N1CCC2(CC1)CC(CC(=O)O)CCO2 (stereo not given),0%,29%,19,i,i,1%,-1%
COc1nccnc1NS(=O)(=O)c1ccc(N)cc1,x,-53%[25.6 µM],6,-2%,x,2%[23.9 µM],x
CN(C)c1ccc(C(=O)N[C@H]2C[C@H]3C(=O)NC[C@@H](CCC(=O)NCc4ccc(F)cc4)N3C2)cc1,6%,-8%,6,5%,i,5%,3%
O=C(Cc1n[nH]c(=O)c2ccccc12)NC1CCCc2c1[nH]c1ccccc21 (stereo not given),0%,2%,-14,3%,u,-17%,u
COc1ccc(-n2cnc3cc(C(=O)NC4CCCCCC4)ccc32)cc1,x,5%,2,x,x,11%,x
COc1ccc2cc(C3CN(C(=O)Cc4ccc(O)cc4)CCO3)ccc2c1 (stereo not given),8.9µM*,122%[activator],10,-10%,u,-9%,u
O=C(c1ccc(C(F)(F)F)cc1)N1CCC2(C1)C(=O)N(Cc1ccccc1)c1ccccc12 (stereo not given),-6%,-15%,7,i,25µM*,3%,22µM*
Cc1ccc(Nc2ccnc(N3CCC(C(=O)Nc4ccccc4F)CC3)n2)cc1,x,-19%,-3,i,u,u,u
CCCN1CCN(C(=O)c2cc(-c3ccc(F)cc3)cn2CC)CC1,-6%,-15%,2,i,-22%,-15%,u
CC1(C)C(=O)Nc2ccc(S(=O)(=O)N3CCCC(c4nn[nH]n4)C3)cc21 (stereo not given),0%,0%,-14,i,-3%,-6%,4%
Cc1ccccc1/C=C/C1=NCCN1,x,u,x,-5%,x,-24%,x
CCc1ccc(NC(=O)C2CCCN(S(=O)(=O)c3cccc4nsnc34)C2)cc1 (stereo not given),x,-36%,2,x,x,0%,x
COC(=O)[C@H]1CN(C(=O)c2cccnc2)CCN1C(=O)N1CCOCC1,-8%[172 µM],7%[87.6 µM],-3,-2%[88.5 µM],-25%[138 µM],-7%[87.6 µM],-28%[172 µM]
CCc1cccc2c(C(CC(=O)NCCOC)c3ccc(OC)cc3OC)c[nH]c12 (stereo not given),-4%,-3%,-5,i,-8%,0%,u
O=C(CC1CCCCC1)N1CCCC(c2noc(COc3ccccc3F)n2)C1 (stereo not given),3%,-13%,0,i,u,-16%,u
COc1ccccc1-c1nc2nccc(-c3ccc4c(c3)OCCCO4)n2n1,u,4%,-3,-4%,u,-16%,18µM*
COCC1OC(OC(C)(C)C2CCC3(C)C=C(C4CCC5C4(C)CC(O)C4OC(C(C)(C)OC6OC(CO)C(O)C(O)C6NC(C)=O)CCC45C)CCC3O2)C(NC(C)=O)C(O)C1O (stereo not given),x,x,12,i,x,-5%[12.5 µM],x
COCCn1c(CN2C(=O)N(C)C(=O)C2(C)C)nnc1C1CC(N)C1 (stereo not given),4%,-7%,17,i,-5%,-10%,3%
COc1ccc(-c2nc(SCC(=O)NC3CCCC3)c(-c3ccc(OC)cc3)[nH]2)cc1,x,-13%,-7,x,x,u,x
CCOC(=O)N1CCc2c(sc3c2c(=O)n(Cc2ccccc2)c(=O)n3Cc2c(F)cccc2Cl)C1,x,-14%,17,x,x,1%,x
CCOc1ccc(N(C(C)C(=O)NCCSc2ccc(C)cc2)S(C)(=O)=O)cc1 (stereo not given),x,-21%,10,x,x,-4%,x
O=C(c1ccccn1)N1CCC(CCOc2ccccc2F)C1 (stereo not given),-9%,-12%,20,i,u,-2%,-26%
CCOC(=O)C1CCCN(C(=O)C2CCc3nnc(C4CCN(C(C)=O)CC4)n32)C1 (stereo not given),x,7%[87.6 µM],15,i,-11%[138 µM],6%[12.5 µM],-5%[172 µM]
CCCc1nnc(N2C[C@@H](CCC)[C@H](C(=O)O)C2)s1,-17%,46%[activator],0,u,-14%,-2%,4%
CCOC(=O)c1cc2c(=O)n3ccccc3nc2n(CC2CCCO2)c1=NC(=O)c1ccccc1C (stereo not given),x,11%,-12,x,x,29%,x
